hIAP act: human IAP activation | activation factor at 10 µM | P09923 | AID 2524 | purified human IAP, CDP-Star luminescence, 30 min; stronger effect = higher value; 1 = vehicle-only enzyme, 0 = enzyme-free background | 330,000 compounds, 0.16% hits;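 active = activation factor of the enzyme at least 2-fold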; also: the source names both 10 and 20 µM as test concentration; values of inactives mirror those of a sister screen read the other way
Target sequence (P09923 whole entry, looked up): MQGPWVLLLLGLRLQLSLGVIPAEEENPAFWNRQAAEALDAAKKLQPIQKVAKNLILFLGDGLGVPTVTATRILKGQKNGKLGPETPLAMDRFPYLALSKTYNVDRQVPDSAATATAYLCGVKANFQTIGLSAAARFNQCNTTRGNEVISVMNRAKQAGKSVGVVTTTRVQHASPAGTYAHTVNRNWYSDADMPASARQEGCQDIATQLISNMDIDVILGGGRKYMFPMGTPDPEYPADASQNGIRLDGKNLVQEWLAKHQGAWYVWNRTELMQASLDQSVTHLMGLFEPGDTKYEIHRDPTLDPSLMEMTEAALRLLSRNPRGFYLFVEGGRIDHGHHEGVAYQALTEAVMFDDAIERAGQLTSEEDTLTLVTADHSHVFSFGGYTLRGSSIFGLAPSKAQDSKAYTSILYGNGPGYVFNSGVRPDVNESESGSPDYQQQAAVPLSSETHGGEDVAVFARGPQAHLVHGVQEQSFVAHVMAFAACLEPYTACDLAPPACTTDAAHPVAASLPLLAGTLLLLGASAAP
NALP3 yeast inh: inhibitors of NALP3 inflammasome in yeast; Yeast reconstituted NLRP3/ASC/caspase-1, beta-gal luminescence, 24 h; inhibition, % at 10 µM; 330,000 compounds, 0.39% hits;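 active = inhibition of 50% or more; inactive = inhibition below 50%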;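 also: plate controls were induced DMSO wells for no effect and uninduced yeast grown without galactose for full effect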
A3G deaminase: blocks human APOBEC3G single-stranded DNA deamination | inhibition, % at 20 µM | 330,000 compounds, 0.28% hits | recombinant A3G, ssDNA deamination FAM/TAMRA fluorescence | Q9HC16;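 active = inhibition of at least 40% at 20 µM, with no more than 30% in the related APOBEC3A deaminase screen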;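 also: plate controls were DMSO wells with A3G for no effect and wells lacking A3G enzyme for full effect; some compounds called inactive have numbers as strong as hits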
APOBEC3A inh: human APOBEC3A DNA deaminase inhibition; P31941; inhibition, % at 20 µM; AID 493011; recombinant A3A, FAM/TAMRA ssDNA deamination fluorescence; 330,000 compounds, 0.41% hits;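 active = at least 40% inhibition at 20 µM here, with at most 30% in a related deaminase screen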;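 also: plate controls were A3A with DMSO for no effect and wells lacking A3A enzyme for full effect; some results filed as inactive read as strong as hits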
Target sequence (P31941 whole entry, looked up): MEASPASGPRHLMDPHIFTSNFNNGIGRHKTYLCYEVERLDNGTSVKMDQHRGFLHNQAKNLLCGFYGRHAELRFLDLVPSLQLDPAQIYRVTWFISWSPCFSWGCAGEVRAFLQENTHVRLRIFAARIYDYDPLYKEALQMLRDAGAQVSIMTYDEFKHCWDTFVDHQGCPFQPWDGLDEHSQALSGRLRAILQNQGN
SENP1 FRET inh: blocks the human SENP1 SUMO protease catalytic domain | Q9P0U3 | recombinant SENP1 catalytic domain, CyPet-SUMO1-YPet FRET cleavage | 360,000 compounds, 0.21% hits | inhibition, % at 10 µM;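 active = inhibition at least 30% at 10 µM, raw YFP signal under a set limit, fluorescence ratio 0.5 to 1.5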;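 also: 0% = enzyme with DMSO and 100% = no enzyme wells; some results filed as inactive read as strong as hits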
Target sequence (Q9P0U3 419-644 limits assumed): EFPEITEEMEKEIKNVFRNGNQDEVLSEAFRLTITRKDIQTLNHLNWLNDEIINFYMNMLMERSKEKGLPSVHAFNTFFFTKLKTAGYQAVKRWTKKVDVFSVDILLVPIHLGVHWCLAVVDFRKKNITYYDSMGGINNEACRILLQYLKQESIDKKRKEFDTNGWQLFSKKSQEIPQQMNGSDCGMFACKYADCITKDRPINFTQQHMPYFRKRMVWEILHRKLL
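Compound: 10 µM single point, 0.5% DMSO; Test system: hSENP1 catalytic domain, recombinant; Timing: 50 min reaction at room temperature; Technique: FRET, CFP and YFP emission; Control set: no-enzyme wells low, DMSO-plus-enzyme wells high control.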
mIAP inh: blocks mouse intestinal alkaline phosphatase; inhibition, % at 10 µM; 330,000 compounds, 0.2% hits; purified mouse IAP, CDP-Star luminescence, 30 min; AID 2806;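 active = inhibition of at least 40% at 10 µM in the primary screen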;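 also: plate controls were DMSO with enzyme for no effect and no enzyme wells for full effect; values of inactives mirror those of a sister screen read the other way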
mIAP activ: mouse IAP activation. AID 2805. muIAP, CDP-Star luminescence, 30 min; stronger effect = higher value; 1 = vehicle-only enzyme signal, 0 = enzyme-free wells. 330,000 compounds, 0.24% hits. activation factor at 10 µM;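 active = activation factor of at least 2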; also: the source names both 10 and 20 µM as test concentration; values of inactives mirror those of a sister screen read the other way
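Assay system: mouse IAP enzyme / Compound: DMSO-dissolved test compounds / Timing: 30 min, room temperature / Measured by: luminescence from enzymatic CDP-Star hydrolysis / Control set: DMSO-only wells, enzyme-free buffer wells as negative control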
hIAP block: human IAP inhibition | AID 2544 | 330,000 compounds, 0.12% hits | inhibition, % at 10 µM | purified IAP, CDP-Star luminescence, 30 min | P09923;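 active = inhibition reaching a set limit with compound at 10 µM in the primary screen, cut at about 35% in these data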;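 also: plate controls were DMSO wells with enzyme for no effect and no-enzyme buffer wells for full effect; values of inactives mirror those of a sister screen read the other way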
beta cell repl: induces beta-cell replication in MIN6 cells; proliferation, % at 10 µM; MIN6 cells proliferation, ATPlite luminescence, 48 h; cells starved in 0.2% serum; 100% = growth in 10% serum; 330,000 compounds, 0.29% hits;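 active = compounds whose signal lies at least 3.5 SD above the mean of all wells on their plate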;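 also: 0% = DMSO-treated cells in low-serum medium and 100% = 10% serum control; some compounds called inactive have numbers as strong as hits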
Active calls of the source: *; x = no result given.

SMILES	hIAP act	NALP3 yeast inh	A3G deaminase	APOBEC3A inh	SENP1 FRET inh	mIAP inh	mIAP activ	hIAP block	beta cell repl
Cc1cccc(N(C(=O)CNC(=O)c2ccco2)C(C(=O)NCC2CCCO2)c2ccccc2)c1 (stereo not given)	1.1	21	-7	-2	2	3	0.97	-7	-4
COc1ccc(/C=N/NC(=O)COc2ccc(Cl)cc2Cl)cc1Cn1nc(C)cc1C	1	15	-6	3	-1	-10	1.1	-3	3
O=C(NCCc1ccccc1)C1CCC(=O)N1CCc1ccccc1 (stereo not given)	1.1	13	-6	-2	2	4	0.96	-14	1
O=C(CCn1c(=O)oc2ccccc21)Nc1nccs1	0.97	6	0	-1	-1	6	0.94	3	-1
Cc1ccc(Nc2nnc(SCc3ccccc3)s2)cc1	1	17	-1	-1	1	-28	1.3	0	-3
O=C(COC(=O)c1ccc([N+](=O)[O-])cc1)Nc1ccc(Cl)cn1	1	20	-6	-2	2	4	0.96	-2	-3
Cc1ccc(C(=O)Oc2cccc(NC(=O)c3cccs3)c2)cc1S(=O)(=O)N1CCOCC1	0.85	11	-6	-3	-1	4	0.96	15	1
COc1ccc(NC(=S)NC(=O)c2cccnc2)cc1	1.1	25	-8	-10	0	3	0.97	-7	-2
O=C(O)Cc1ccc(NS(=O)(=O)c2c(Cl)cccc2Cl)cc1	1	-2	-6	-1	4	2	0.98	-2	-3
c1ccc(-c2nc[nH]c2-c2ccccc2)cc1	1	0	0	3	2	-7	1.1	-5	0
O=C1OC(CC(=O)N(Cc2nnc(-c3ccccc3Cl)o2)C2CC2)c2ccccc21 (stereo not given)	0.86	-3	-5	-3	0	10	0.91	14	1
Cc1nc2cc(NC(=O)COc3ccc(C#N)cc3)ccc2n1-c1ccccc1	0.99	11	-7	-3	-2	-2	1	1	-3
Cc1ccc(-c2nn3c(C)nnc3s2)cc1NCc1c(F)cccc1Cl	0.94	2	-3	-4	-31	0	0.99	6	-3
CCC(C)(C)n1nnnc1C(c1ccc(OC)cc1)N1CCN(C(=O)c2ccco2)CC1 (stereo not given)	0.98	12	-7	-1	0	0	1	2	-3
CC(C)CC1C2C(=O)N(c3ccccc3)C(=O)C2ON1c1ccccc1 (stereo not given)	0.99	-15	-12	-4	1	1	0.99	0	-2
CCC(Sc1nc(N)c(NC(=O)c2ccco2)c(=O)[nH]1)C(=O)O (stereo not given)	0.91	22	-1	-1	-1	7	0.93	9	2
CCOc1cc(CNCCO)cc(Br)c1OCc1cccs1	0.98	17	-10	-8	2	7	0.93	2	-5
CCCCNC(=S)N1CCN(Cc2ccc3c(c2)OCO3)CC1	0.98	23	1	7	-1	-12	1.1	2	-2
O=C1CCN(S(=O)(=O)c2ccc(Cl)cc2)N1	0.91	20	1	0	1	-6	1.1	9	-1
O=C(NN=C1CCCCCCCCCCC1)c1cccc(S(=O)(=O)N2CCOCC2)c1	1.2	0	-6	3	2	6	0.94	-15	-1
O=C(Nc1ccc(Br)cc1Br)c1cccc2c1C(=O)N(C1CCCCC1)C2	0.93	9	-4	-2	1	5	0.95	7	-2
CCOc1ccc2nc(NC(=O)C(CCSC)NS(=O)(=O)c3cccs3)sc2c1 (stereo not given)	0.98	19	-10	1	4	24	0.76	2	-3
N#CCc1cc2ccc3cccc4ccc(c1)c2c34	0.93	22	-2	1	-10	11	0.89	7	0
Cc1ccc(OCc2n[nH]c(=S)n2Cc2ccccc2)cc1	1.1	14	-10	-8	1	-21	1.2	-12	-2
CCOc1ccc(Br)cc1S(=O)(=O)Nc1ccc(Cl)c(S(=O)(=O)N(C)C)c1	1	3	0	4	4	3	0.97	-2	-1

Continued.
SMILES	hIAP act	NALP3 yeast inh	A3G deaminase	APOBEC3A inh	SENP1 FRET inh	mIAP inh	mIAP activ	hIAP block	beta cell repl
CCCC(C(=O)Nc1cccc(S(=O)(=O)N2CCCC2)c1)c1ccccc1 (stereo not given)	1	10	0	6	-1	-65	1.7	-4	-2
N#CC(C(=O)Nc1cccc(Cl)c1)=C1Nc2ccccc2N1	1.2	4	-5	-3	-2	6	0.94	-21	3
Cc1cccc(NC(=O)C2CC2c2ccccc2)c1C (stereo not given)	0.97	18	1	0	-4	-8	1.1	3	0
Cc1cccc(COc2ccc(/C=N/NC(=O)c3nnn(-c4nonc4N)c3CN3CCCCC3)cc2)c1	0.92	24	-4	-3	-3	6	0.94	8	-4
CC(C)CCn1c(CN2CCN(Cc3ccccc3)CC2)nc2c1c(=O)n(C)c(=O)n2C	0.96	10	-7	-2	-15	10	0.9	4	-3
CCS(=O)(=O)N1Cc2ccccc2CC1C(=O)N(C)Cc1ccc(OC)c(F)c1 (stereo not given)	0.98	22	1	1	-4	1	0.99	2	-1
CCOC(=O)c1ccc(N=C2C(=S)N(c3ccc(C(=O)OCC)cc3)C(=N)N2/N=C/c2ccccc2)cc1	1.1	20	1	2	-10	2	0.98	-13	-6
O=C(NC12CC3CC(CC(C3)C1)C2)c1ccc([N+](=O)[O-])cc1	0.67	16	-4	-7	-1	-2	1	33	2
Cc1cc(C)cc(NC(=O)N2c3ccccc3NC(=O)CC2C)c1 (stereo not given)	1.1	19	2	4	-2	-11	1.1	-12	-4
Nc1nn(-c2ccccc2)c(N)c1N=Nc1ccccc1	0.89	33	-7	-3	3	16	0.84	11	0
Cc1ccc(C2=N/C(=C\c3cccc(F)c3)C(=O)O2)cc1	1.2	20	-7	-2	0	-1	1	-21	-2
COc1cc(COCC(O)CN2CCc3ccccc3C2)cc(OC)c1OC (stereo not given)	0.95	2	-5	-2	2	8	0.93	5	2
O=C(c1ccccc1)n1nnc2ccccc21	1.1	-3	0	0	1	0	1	-9	-3
CC1=C(C(=O)Nc2ccc(C)cc2)C(c2ccc(N(C)C)cc2)NC(=O)N1 (stereo not given)	0.97	3	-1	2	-27	5	0.95	3	2
CCN1C(=O)/C(=C\N2CCOCC2)SC1=S	0.92	7	-7	-5	0	2	0.98	8	3
Cc1nn(Cc2ccccc2)c(C)c1/C=N/NC(=O)c1cccnc1	0.83	17	-5	1	1	11	0.89	17	1
O=C1CCCC(=NCc2ccco2)C1	0.95	-2	-6	-5	-36	-8	1.1	5	0
COc1ccc(S(=O)(=O)Nc2cccc3c2O[C@H](CN(C)S(=O)(=O)c2ccc(OC)cc2)[C@@H](C)CN([C@H](C)CO)C3=O)cc1	0.96	-3	-5	-2	-1	0	0.99	4	0
COc1ccc(C(=O)NCC(=O)OCc2nc(N)nc(Nc3ccccc3C)n2)cc1	0.9	19	-4	0	1	-12	1.1	10	0
O=C(COC(=O)c1cccnc1Cl)c1ccccc1	1.1	5	-7	-9	2	-3	1	-6	-3
CCOC(=O)C1(CC2CC2)CCN(Cc2cn[nH]c2-c2cccc(F)c2)CC1	0.97	-1	-5	-4	2	17	0.83	3	0
CN1CCN(C(=S)NC(=O)c2ccc(C(C)(C)C)cc2)CC1	0.93	9	-5	3	0	3	0.97	7	0
O=[N+]([O-])c1cnc2ccccn12	0.92	10	-3	1	-1	2	0.97	8	1
COc1ccc(CSCC(=O)N/N=C/c2ccccc2O)cc1	1.4	10	4	0	-8	-3	1	-43	-4
CC(C)c1ccc(NC(=O)c2ccc3snnc3c2)cc1	1.1	15	-5	-2	2	12	0.88	-12	-1

Further structures:
SMILES	hIAP act	NALP3 yeast inh	A3G deaminase	APOBEC3A inh	SENP1 FRET inh	mIAP inh	mIAP activ	hIAP block	beta cell repl
CCOC(=O)c1ccc(NC(=S)N2CCN(C)CC2)cc1	1.2	5	-8	-9	6	-2	1	-19	-1
COc1ccc(CCNCC(=O)Nc2ccc(C)c(S(=O)(=O)N(C)C)c2)cc1OC	0.89	11	-4	-2	0	-5	1.1	11	0
COc1ccc(-c2ccc(-c3cc(=O)oc4cc(OC)c(OC)c(OC)c34)cc2)cc1F	x	x	-2	-3	-1	12	0.88	x	x
O=C(COC(=O)c1cccnc1Cl)c1ccc2c(c1)OCCO2	0.94	6	-6	0	1	0	1	6	-2
CCOc1ccccc1NC(=O)c1ccc2[nH]c(C)c(C)c2c1	0.97	27	1	1	-16	-1	1	3	0
O=C(COC(=O)c1cccc(F)c1)Nc1cccnc1Cl	1.1	8	-10	2	1	2	0.98	-8	0
CCOC(=O)C1(C)/C(=N/Nc2ccccc2OC)C(=O)C(=O)N1c1ccccc1 (stereo not given)	0.9	12	15	-1	2	8	0.92	10	-1
CCCc1ccc(Oc2cc(Cl)nc(N)n2)cc1	0.79	6	-4	1	1	-3	1	22	0
Cc1ccc(N2CC(C(=O)Nc3nc4ccc(S(C)(=O)=O)cc4s3)CC2=O)cc1 (stereo not given)	1.2	11	-1	2	3	-4	1	-16	0
Cc1cccc2c1-c1sc(C(=O)NCCCN3CCCC(C)C3)cc1CO2 (stereo not given)	0.68	18	-7	-3	-19	6	0.94	32	-8
Cc1cccc(-c2noc(CCC(=O)NCc3ccco3)n2)c1	0.96	22	-3	3	2	2	0.98	4	-3
CC(CN1CCCCC1)OC(=O)c1ccc2c(c1)OCO2 (stereo not given)	1.1	-1	7	3	-1	-20	1.2	-8	2
CC(c1ccccc1)n1cc(C(=O)NCc2ccccn2)nn1 (stereo not given)	1.1	11	4	1	3	2	0.98	-6	-3
Cc1ccc2nc(NCc3ccccc3)c(C=NCc3cccnc3)c(=O)n2c1	0.92	37	-2	-4	-5	-7	1.1	8	0
Cc1cc(C)n(CCC(=O)N2CCN(S(=O)(=O)c3ccccc3)CC2)n1	0.93	26	-15	-1	-2	6	0.94	7	0
C#CCOCCOCCOCCNc1nc(N2CCOCC2)nc(N2CCN(C(=O)[C@H]([C@@H](C)O)n3cc(CCCCN)nn3)CC2)n1	0.86	-1	-6	-2	2	-3	1	14	-1
O=C(Nc1cccc(Cl)c1N1CCOCC1)c1cccnc1	0.96	10	10	-1	3	4	0.96	4	-3
CCCc1cnc(N2CCN(S(C)(=O)=O)CC2)nc1	1.3	10	-3	3	1	-3	1	-26	-1
COC(=O)c1c(NC(=O)/C=C/C(=O)O)sc(C)c1-c1ccc(C)cc1	1.1	-2	-7	0	3	-4	1	-10	-5
COCCCNc1nc2c(c(=O)n(C)c(=O)n2C)n1Cc1cccc(OC)c1	0.93	12	-1	1	2	-12	1.1	7	-1
CC(=O)Nc1c2c3c(cccc3n(C)c1=O)C(=O)c1ccccc1-2	0.98	10	-3	1	9	5	0.95	2	-4
O=C1Nc2ccc(S(=O)(=O)NCCCO)c3cccc1c23	0.79	23	-1	-4	-87	7	0.93	21	-1
OC1CCCN(Cc2cccc3ccccc23)C1 (stereo not given)	0.88	15	4	2	-3	-7	1.1	12	-2
Cc1coc2c(C)c3oc(=O)c(CCC(=O)N4C[C@H]5C[C@@H](C4)c4cccc(=O)n4C5)c(C)c3cc12	1.1	4	14	2	-3	2	0.98	-6	-2
CC(=O)c1sc(NC(=O)c2ccccc2F)nc1C	0.92	24	-9	-3	4	-6	1.1	8	-2
O=C(NCc1ccc2c(c1)OCO2)c1cc([N+](=O)[O-])ccc1N1CCOCC1	0.91	2	0	0	0	1	0.99	9	4
CNC(=S)N/N=C(\C)c1ccc2c(c1)OCCO2	0.98	9	-6	-8	2	-13	1.1	2	-2
COc1cccc(/C=C/C(=O)OCC(=O)NC2CC2)c1OC	0.84	11	-8	-4	0	-7	1.1	16	4

Not all compounds are listed; the hit share may differ from the screen's.
